Compound activity as filed in PubChem BioAssay.
EPAC2 ag – activates human EPAC2 exchange factor; hit rate 0.079% among 360,000; Potency, µM (titrated, usually from 154 µM), for inactives: at the highest dose activation, hits mostly activators; AID 720711; EPAC2 activation, biochemical qHTS; response scale: 100% = 6.5 mM cAMP response; Q8WZA2; note: potency is the fitted concentration of half-maximal effect; nearly all actives have a fitted effect of over 50% in size
Target sequence (Q8WZA2 whole entry, looked up): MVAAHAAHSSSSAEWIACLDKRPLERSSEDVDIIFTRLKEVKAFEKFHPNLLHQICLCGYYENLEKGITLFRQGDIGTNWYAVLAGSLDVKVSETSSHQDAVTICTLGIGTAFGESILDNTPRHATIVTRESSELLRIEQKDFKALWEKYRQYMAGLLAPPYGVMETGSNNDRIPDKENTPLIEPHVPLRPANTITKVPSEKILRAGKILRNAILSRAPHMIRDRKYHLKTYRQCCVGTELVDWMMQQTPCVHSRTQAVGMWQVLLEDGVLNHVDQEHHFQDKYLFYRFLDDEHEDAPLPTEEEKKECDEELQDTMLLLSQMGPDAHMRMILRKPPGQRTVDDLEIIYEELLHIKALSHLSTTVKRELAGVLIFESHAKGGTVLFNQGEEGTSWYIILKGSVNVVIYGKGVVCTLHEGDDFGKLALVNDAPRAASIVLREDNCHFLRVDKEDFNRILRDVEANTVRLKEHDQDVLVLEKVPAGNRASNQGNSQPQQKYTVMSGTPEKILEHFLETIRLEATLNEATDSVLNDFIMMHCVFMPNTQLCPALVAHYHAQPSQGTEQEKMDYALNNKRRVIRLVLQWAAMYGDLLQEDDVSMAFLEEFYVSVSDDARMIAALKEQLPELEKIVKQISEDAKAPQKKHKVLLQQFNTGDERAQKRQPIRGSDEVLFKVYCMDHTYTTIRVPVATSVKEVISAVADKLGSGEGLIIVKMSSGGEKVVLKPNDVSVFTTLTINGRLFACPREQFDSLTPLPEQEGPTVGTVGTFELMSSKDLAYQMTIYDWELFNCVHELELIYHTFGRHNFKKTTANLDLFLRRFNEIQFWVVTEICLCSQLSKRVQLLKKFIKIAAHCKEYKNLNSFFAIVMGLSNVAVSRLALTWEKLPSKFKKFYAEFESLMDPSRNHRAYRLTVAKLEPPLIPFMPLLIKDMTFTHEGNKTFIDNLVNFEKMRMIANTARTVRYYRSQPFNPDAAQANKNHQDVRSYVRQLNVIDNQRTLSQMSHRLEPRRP
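qHTS, titration series. 100 nM EPAC2 / 250 nM Rap1B-BODIPY-GDP / 50 uM GDP; RT; ex 480/em 540 nm, 5-min reads to 30 min. Norm. to 6.5 mM cAMP = activation.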
Nrf2 ARE act – Nrf2 pathway activation. AREc32 ARE-luciferase reporter (MCF7-derived line), luminescence, 24 h. Potency, µM (series often up to 46.1 µM), for the others: at the highest dose activation, most hits filed as activators. hit rate 0.31% among 410,000; note: potency is the fitted concentration of half-maximal effect; % of control where 0% means no effect; nearly all actives have a fitted effect of over 65% in size
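Cells of the AREc32 ARE-luciferase line are plated in OPTI-MEM containing 5% FBS and left overnight at 37 deg C. Compounds are pinned in, incubation continues 24 hr, and firefly luciferase signal is then measured.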
HepG2 viability – kills HepG2 cells in TGF-b inhibitor counter-screen; HepG2 CAGA-GFP viability, ATP luminescence, 18 h; Potency, µM (highest dose often 46.1 µM), for inactives: at the highest dose activity change, negative = cytotoxicity, hits mostly cytotoxic; hit rate 0.76% among 410,000; AID 588856; note: potency is the fitted concentration of half-maximal effect; some results filed as inactive show a strong effect at the top dose
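HepG2 CAGA-GFP cells (1000/well, DMEM with 1% FBS) received compound, then TGF-beta at 500 pg/mL final, and were incubated 18 hours at 37 degrees C. Viability was read by CellTiter-Glo luminescence. Media-only wells were set as complete cell-killing and DMSO as no toxicity.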
Nrf2 block – Nrf2 pathway inhibition. A549 ARE-Fluc reporter, luciferase luminescence, 18-24 h. Potency, µM (highest dose often 46 µM), for inactives: at the top dose activity change, negative = inhibition, most hits filed as inhibitors. hit rate 2.1% among 360,000. AID 504444; note: potency is the fitted concentration of half-maximal effect; % is set by controls: 0 for no effect and ±100 for the full control effect; nearly all actives have a fitted effect of over 60% in size
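Nrf2 function is reported as luminescence of an ARE-controlled luciferase in A549 cells. Compounds were tested at several concentrations, and a CellTiter-Fluor read on the same wells flagged cytotoxicity.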
IL-2 act – activators of IL-2. AID 652025. hit rate 0.065% among 360,000. activation, % (series mostly up to about 46 µM). IL-2 activation reporter assay, cell-based qHTS; stimulated with anti-CD3/CD4/CD28 beads; in transgenic mouse T cells; in the data active = activation above about 50%; inconclusive = mostly about 30% to 49%; note: 0% is about no effect
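Readout: EGFP and DsRed signals by fluorescent plate cytometry. Unstimulated transgenic mouse T cells received compound 60 min before antibody-bead stimulation, then incubated 18 h at 37 degrees C.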
A549 tox – kills or reduces viability of A549 cells in Nrf2 counter-screen. hit rate 0.16% among 390,000. Potency, µM (highest dose often 46 µM), for the others: at the top dose activity change, negative = cytotoxicity, most hits filed as inhibitors. A549 ARE-Fluc cells, CellTiter-Fluor viability, 18-24 h. AID 504648; note: potency is the fitted concentration of half-maximal effect; % is set by controls: 0 for no effect and ±100 for the full control effect
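A549 ARE-Fluc cells in 5% FBS OPTI-MEM, 5000 cells/well, rested 2 h then exposed to compounds in concentration-response for 18-24 h at 37 °C. Viability by CellTiter-Fluor fluorescence (Ex 405/Em 525) after 30 min; luciferase luminescence (BugLite, 15 min, RT) read afterwards.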
ATXN viability – viability counter-screen for ATXN expression inhibitors; Potency, µM (highest dose often 56.7 µM), hits mostly cytotoxic; hit rate 0.49% among 400,000; S2 cells (HEK-293 line with an ATXN2-luciferase reporter) viability, CellTiter-Fluor protease fluorescence, 24 h; note: potency is the fitted concentration of half-maximal effect; nearly all actives have a fitted effect of over 40% in size
ATXN2 expr inh – ATXN2 expression inhibition. HEK-293 ATXN2-luciferase reporter, luminescence, 24 h. Potency, µM (top dose mostly 57 µM), without a hit: top-dose activity change, negative = inhibition, usual class: inhibitors. hit rate 0.72% among 360,000. AID 1745845; note: potency is the fitted concentration of half-maximal effect; % is set by controls: 0 for no effect and ±100 for the full control effect; nearly all actives have a fitted effect of over 55% in size
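ATXN2-luciferase reporter cells (luciferase flanked by upstream and downstream ATXN2 gene portions) were treated 24 h at 37 °C with compounds at up to 57 uM. SteadyGlo luminescence gave expression; GF-AFC fluorescence gave viability.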
TGFb inhibitor – inhibitors of TGF-b signaling; hit rate 1.2% among 410,000; Potency, µM (top dose mostly 46.1 µM), without a hit: at the highest dose activity, negative = inhibition, hits mostly inhibitors; HepG2 CAGA-GFP TGF-b/SMAD3 reporter, GFP fluorescence, 18 h; TGF-beta stimulated, 500 pg/mL final; note: potency is the fitted concentration of half-maximal effect; % is set by controls: 0 for no effect and ±100 for the full control effect; nearly all actives have a fitted effect of over 65% in size
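Using HEPG2 CAGA-GFP reporter cells at 1000 cells/well, we pinned test compounds, stimulated with recombinant TGF-beta (500 pg/mL final) and measured total well GFP after 18 h.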
The depositor's hits bear a star; i = inactive; ? = inconclusive; / = no result given; & = joins results of further samples; [ ] = remark or other dose. Unless noted, calls come from the whole dose curve; as a rule, active = well fitted curve in the direction sought with a large enough effect; inconclusive = small, poorly fitted or top-dose-only effect, or another doubt; inactive = no such curve, though single readings can be large; an effect the other way counts as inactive or inconclusive.

Molecule	EPAC2 ag	Nrf2 ARE act	HepG2 viability	Nrf2 block	IL-2 act	A549 tox	ATXN viability	ATXN2 expr inh	TGFb inhibitor
CCC(C)[C@H](N)c1cn([C@@H](Cc2cc3ccccc3[nH]2)C(=O)N2CCNCC2)nn1 (some centres not stated)	4%	0.4%	4%	8%	2.0	-1%	i	5%	5%
CC1=C(C(=O)Nc2ccc(C)cc2C)C(c2ccc(O)cc2)n2nnnc2N1 (configuration not stated)	/	5.5%	-1%	-3%	/	0%	i	-12%	8%
Cc1c(NC(=O)C(C)OC(=O)c2cc3c4ccccc4n(C)c3s2)c(=O)n(-c2ccccc2)n1C (configuration not stated)	4%	3.9%	-32%	13%	0.9	-8%	i	-15%	-13%
Cc1cc(C(=O)CCl)c(C)n1CCc1ccc(Cl)cc1	8%	?	18µM*	-5%	0.6	-3%	?	25µM*	?
COc1ccc(OC)c(NC(=O)C2COc3ccccc3O2)c1 (configuration not stated)	25%	4.0%	-3%	-10%	0.0	-7%	i	8%	8%
COc1ccc(-n2c(-c3ccc(Cl)cc3Cl)n[nH]c2=S)c(OC)c1	4%	-0.7%	-14%	21%	-0.7	-3%	i	-9%	-1%
Cc1cc2nccc(-c3ccco3)n2n1	5%	2.1%	-10%	-4%	0.2	-3%	i	-15%	-1%
CCOCc1cc(=O)[nH]c(SC)n1	3%	-0.8%	-22%	-11%	-1.8	7%	i	/	-12%
CC1CCN(c2nc3c(c(=O)[nH]c(=O)n3C)n2CC(C)CSc2nnnn2-c2ccccc2)CC1 (configuration not stated)	1%	-0.6%	-47%	-12%	-3.2	-19%	i	-4%	-20%
COC/C=C/C1=CC2=CC(=O)C(C)(OC(=O)c3cnc4ccccc4n3)C(=O)C2=CN1Cc1ccccc1 (configuration not stated)	-3%	?	-17%	6%	-0.8	-13%	/	?	11µM*
Cc1cccn2c(=O)c(/C=C(\C#N)S(=O)(=O)c3ccccc3)c(N3CCCCC3)nc12	2%	0.9%	-11%	?	0.5	-10%	?	-15%	?
COc1cccc(N2CC(NC(=O)c3ccco3)CC2=O)c1 (configuration not stated)	/	0.5%	-7%	/	/	3%	/	/	14%
CCCCC[C@H](O)/C=C/[C@@H]1[C@@H](C/C=C\CCCC(=O)OC)[C@@H](O)C[C@H]1O	-4%	3.9%	-9%	-6%	-0.4	1%	i	-2%	-2%
O=C(NCc1ccccc1F)c1ccc(S(=O)(=O)NCc2ccco2)cc1	11%	2.5%	2%	15%	-0.3	-4%	i	0%	-2%
COc1cc(Cn2c(C(=O)O)cc3sccc32)cc(OC)c1OC	5%	-0.7%	-17%	-16%	-0.2	0%	i	-4%	-26%
Cn1c(SCC(=O)NCCc2ccccc2)nnc1-c1ccco1	-7%	-0.3%	-9%	3%	0.9	0%	?	3%	0%
O=C1C=C(c2cccc(Cl)c2)C[C@@H](c2ccc(Cl)cc2)C1	10%	0.0%	-14%	?	-3.2	-1%	i	-8%	-14%
Cc1ccc(-n2cc(-c3ccccc3)nc2S(=O)(=O)CC(=O)Nc2ccc(F)cc2)cc1	/	4.3%	-40%	?	/	-14%	?	-15%	?
Cc1ccc2oc(C(=O)Nc3ccc(S(=O)(=O)Nc4onc(C)c4C)cc3)cc(=O)c2c1	0%	-1.0%&-0.6%	13%&3%	10%&0%	-1.5	0%&0%	i	4%&-14%	?
N#Cc1ccc(COC(=O)c2cnc3ccccc3n2)cc1	9%	-0.9%	-7%	13%	0.0	1%	i	-5%	0%
Nc1nc(-c2ccccc2)nc2nonc12	8%	5.8%	-1%	/	-2.2	/	i	/	-2%
Cc1ccc(C)c(OCCOCCn2c(-c3ccc(Br)cc3)nc3ccccc3c2=O)c1C	/	-1.1%	2%	10%	/	10%	i	10%	10%
COc1ccc(N(CC(=O)N2CCCCC2)S(=O)(=O)c2c(C)nn(C)c2C)cc1	1%	-0.8%	-23%	5%	0.8	-6%	i	-18%	-11%
O=C(Nc1cc(NC(=O)c2ccccc2F)ccc1Cl)c1ccccc1	1%	21%	-10%	?	-0.1	2%	i	20%	2%
C=C(C)C1Cc2c(C)nn(-c3cccc4ccccc34)c2C1 (configuration not stated)	8%[15.6 µM]	4.4%	-29%	?	-0.7	-2%	i	-13%	?
O=C(Nc1ccccc1Cl)C1CCN(S(=O)(=O)c2cccc3nonc23)CC1	7%	2.2%	-17%	?	-1.7	-2%	i	-21%	-9%
FC(F)(F)c1cccc(-c2cc(C3CCNCC3)[nH]n2)c1	-9%	3.8%	-10%	-8%	-5.6	-3%	i	-19%	-20%
CC(C)C1CC(c2csc(N)n2)CCO1 (configuration not stated)	9%	1.2%	-2%	10%	0.1	6%	i	3%	-22%
CC1CCC2(CC1)NC(CO)(CO)CO2 (configuration not stated)	-4%	0.1%	3%	15%	0.9	1%	i	1%	-1%
O=c1[nH]c(CN2CCN(c3ccc(F)cc3)CC2)nc2ccccc12	-3%	-0.7%	-6%	?	1.5	-3%	i	0%	-17%

One compound at a time, from the list above. Order of values: EPAC2 ag, Nrf2 ARE act, HepG2 viability, Nrf2 block, IL-2 act, A549 tox, ATXN viability, ATXN2 expr inh, TGFb inhibitor
`CCC(C)[C@H](N)c1cn([C@@H](Cc2cc3ccccc3[nH]2)C(=O)N2CCNCC2)nn1` (some centres not stated) across the screens: 4%, 0.4%, 4%, 8%, 2.0, -1%, i, 5%, 5%
`C=C(C)C1Cc2c(C)nn(-c3cccc4ccccc34)c2C1` (configuration not stated) across the screens: 8%[15.6 µM], 4.4%, -29%, ?, -0.7, -2%, i, -13%, ?
`COc1cccc(N2CC(NC(=O)c3ccco3)CC2=O)c1` (configuration not stated) across the screens: /, 0.5%, -7%, /, /, 3%, /, /, 14%

(more compounds)
Molecule	EPAC2 ag	Nrf2 ARE act	HepG2 viability	Nrf2 block	IL-2 act	A549 tox	ATXN viability	ATXN2 expr inh	TGFb inhibitor
CCOC(=O)C(C#N)(Cc1ccc2ccccc2n1)Cc1ccc2ccccc2n1	9%	0.8%	-7%	?	-0.7	-3%	?	?	10%
CC12CCC(=O)N1C(C(=O)Nc1cccc(F)c1)CS2 (configuration not stated)	9%	0.2%	0%	-18%	-1.5	4%	i	1%	-12%
Cc1nc2nc3c(c(=O)n2[nH]1)CCCC3	-3%	-0.5%	11%	4%	1.8	-1%	i	-4%	-6%
COc1cc(NS(=O)(=O)c2csc(C(N)=O)c2)cc(OC)c1	8%	-0.4%	0%	-8%	-0.1	0%	i	-6%	35%[activator]
COc1ccc(Cc2nnc(NC(=O)c3ccccc3F)s2)cc1OC	6%	4.9%	-15%	?	-0.7	5%	i	/	4%
CC(C)(C)NC(=O)c1cc(NC(=O)c2ccco2)cc(NC(=O)c2ccco2)c1	8%	-0.3%	2%	2%	-1.3	14%	i	2%	-7%
CCn1ncc([N+](=O)[O-])c1C(=O)Nc1cc(C)on1	-14%	5.3%	15%	-7%	0.8	3%	i	-2%	?
C#CCSc1nsc(SCC#C)c1C#N	-7%	?	0%	3%	0.5	-4%	?	-17%	-1%
COCCN(C(=O)C1CCC1)c1c(N)n(CC(C)C)c(=O)[nH]c1=O	7%	-0.4%	10%	11%	1.9	1%	i	-2%	15%
CC1Cc2[nH][nH]c(=O)c2C(C2CC2)O1 (configuration not stated)	10%	0.0%	/	/	1.2	/	i	9%	/
Cc1ccc(N(Cc2cc3ccc(C)cc3[nH]c2=O)C(=O)c2ccco2)c(C)c1	0%	-0.1%	8%	-20%	0.2	2%	i	/	-5%
O=C(CSc1nnc2ccccn12)N1CCOCC1	6%	0.2%	5%	-10%	-1.6	-4%	i	16%	1%
Cc1ccc(CNS(=O)(=O)c2c(C(=O)N3CCCCC3)c(C)n(C)c2C)o1	-2%	-0.3%	5%	-7%	0.2	-8%	i	-4%	7%
CCOc1ccccc1CNCc1ccc(C(=O)O)cc1	7%	-0.2%	5%	-2%	-0.3	1%	?	-1%	13%
Cc1ccc(S(=O)(=O)N2CCCCC2)cc1C(=O)Nc1ccccn1	3%	0.6%	41%	1%	0.9	11%	i	0%	-7%
N#Cc1cc2c(=O)n3ccccc3nc2n(-c2nnc(SCc3ccccc3Cl)s2)c1=O	/	0.1%	0%	-24%	/	0%	i	3%	1%
CCN1C(=O)C(CC(=O)Nc2ccc(OC)cc2)N(Cc2ccc(OC)c(OC)c2)C1=S (configuration not stated)	3%	-0.1%	8%	-16%	2.4	4%	i	-3%	3%
COc1ccccc1NS(=O)(=O)c1cc(C(=O)NCC(c2cccs2)N2CCOCC2)ccc1C (configuration not stated)	7%	2.3%	1%	-7%	-2.7	0%	i	-16%	-1%
O=C(Nc1ccccc1)c1cc(C2CCCN(C(=O)CCc3ccccc3)C2)on1 (configuration not stated)	14%	3.4%	-18%	/	-0.8	/	i	39%[activator]	20%
COc1ccc(S(=O)(=O)N2CCn3c2nc2ccccc23)cc1	-14%	1.4%	1%	6%	0.2	0%	i	2%	-2%
COc1ccc(CCNC(=O)CCc2nnc(Cc3ccc4c(c3)OCO4)o2)cc1	12%	4.5%	0%	1%	0.5	10%	i	2%	14%
